Screens (PubChem)
TEAD-YAP block: TEAD-YAP interaction inhibition, primary screen, TEAD-YAP interaction inhibitor project, luminescence, HEK-TIYL cells; 1.4% of 640,000 active; inhibition, % at 9.12 µM; TEAD-Gal4/YAP UAS-luciferase luminescence; in the data active = inhibition above about 32%;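 note: 0% = median of test compound wells and 100% = reference inhibitor wells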
FBW7 activator: FBW7 E3 ligase activators, primary screen, biochemical, AlphaScreen, human; normalized activity (activation), % at 26.1 µM; 0.13% of 650,000 active; AlphaScreen FBW7–phospho-cyclin E peptide binding, activator screen; F-box/WD repeat-containing protein 7 (Homo sapiens), Q969H0; in the data active = normalized activity above about 1.9%;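 note: purified mutant Fbw7 with reduced substrate affinity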
Target sequence (Q969H0 whole entry, looked up): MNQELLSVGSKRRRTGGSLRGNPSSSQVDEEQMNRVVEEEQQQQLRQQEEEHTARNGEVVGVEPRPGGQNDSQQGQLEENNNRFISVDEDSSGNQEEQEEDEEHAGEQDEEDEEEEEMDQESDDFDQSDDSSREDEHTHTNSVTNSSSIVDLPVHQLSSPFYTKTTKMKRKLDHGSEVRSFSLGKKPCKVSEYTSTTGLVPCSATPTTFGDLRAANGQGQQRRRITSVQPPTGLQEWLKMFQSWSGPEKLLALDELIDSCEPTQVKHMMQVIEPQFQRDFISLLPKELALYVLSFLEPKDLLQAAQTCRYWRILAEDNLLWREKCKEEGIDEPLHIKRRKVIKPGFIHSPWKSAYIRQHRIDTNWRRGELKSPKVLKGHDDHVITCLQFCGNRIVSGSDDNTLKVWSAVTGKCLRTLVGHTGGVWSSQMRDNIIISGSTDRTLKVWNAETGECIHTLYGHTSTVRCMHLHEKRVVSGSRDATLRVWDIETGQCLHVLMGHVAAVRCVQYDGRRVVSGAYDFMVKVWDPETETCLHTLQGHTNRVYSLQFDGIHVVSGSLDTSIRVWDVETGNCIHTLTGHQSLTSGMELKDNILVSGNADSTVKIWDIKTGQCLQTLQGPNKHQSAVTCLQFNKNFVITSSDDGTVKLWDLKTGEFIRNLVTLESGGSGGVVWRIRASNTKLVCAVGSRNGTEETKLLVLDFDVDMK
GPR151 ag: activators of human GPR151, primary screen, cell-based, PathHunter beta-arrestin, luminescence; activation, % at 11.2 µM; PathHunter beta-arrestin GPR151 cells; G-protein coupled receptor 151 (Homo sapiens), Q8TDV0; 1% of 650,000 active; in the data active = activation above about 4.9%;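 note: 0% = median of compound wells and 100% = cells with positive control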
Target sequence (Q8TDV0 whole entry, looked up): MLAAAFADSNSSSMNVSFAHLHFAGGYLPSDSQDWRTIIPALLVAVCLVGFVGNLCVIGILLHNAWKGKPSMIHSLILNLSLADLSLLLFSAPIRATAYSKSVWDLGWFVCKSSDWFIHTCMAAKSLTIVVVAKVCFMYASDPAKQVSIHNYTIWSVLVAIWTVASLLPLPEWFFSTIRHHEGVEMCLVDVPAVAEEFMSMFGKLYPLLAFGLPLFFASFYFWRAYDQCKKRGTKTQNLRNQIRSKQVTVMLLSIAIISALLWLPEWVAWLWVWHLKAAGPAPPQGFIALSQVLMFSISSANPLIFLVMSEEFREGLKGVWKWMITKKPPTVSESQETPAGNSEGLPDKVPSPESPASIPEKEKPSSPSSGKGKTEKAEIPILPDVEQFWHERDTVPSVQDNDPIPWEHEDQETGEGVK
MITF inh: MITF inhibitors, primary screen, biochemical, AlphaScreen, human | inhibition, % at 2.6 µM | 0.91% of 650,000 active | AlphaScreen MITF homodimerization, bead proximity signal; in the data active = inhibition above about 50%;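 note: 0% = vehicle wells with protein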
* marks the source's active call; other numbers are inactive results; & = joins results of further samples.

Start of the data: the first four compounds, to show the layout:
| SMILES | GPR151 ag | FBW7 activator | TEAD-YAP block | MITF inh |
| --- | --- | --- | --- | --- |
| CC1CCCCC1NC(=O)Cn1nc(-c2cccnc2)oc1=O (stereo not drawn) | -0.8 | 1.0 | 16 | 3 |
| O=c1nc(N/N=C/c2ccccc2Br)cn[nH]1 | -4.8 | 0.4 | 28 | 3 |
| Cc1cc(NC(=O)c2c(F)cccc2F)n(-c2ncnc3c2cnn3-c2ccccc2)n1 | -1.5 | 0.2 | 13 | 23 |
| COC(=O)c1c(NC(=O)CCCCC(=O)Nc2sc3c(c2C(=O)OC)CCCC3)sc2c1CCCC2 | -1.1 | -0.1 | 2 | -2 |

The whole of this part (from the top)
| SMILES | GPR151 ag | FBW7 activator | TEAD-YAP block | MITF inh |
| --- | --- | --- | --- | --- |
| CC1CCCCC1NC(=O)Cn1nc(-c2cccnc2)oc1=O (stereo not drawn) | -0.8 | 1.0 | 16 | 3 |
| O=c1nc(N/N=C/c2ccccc2Br)cn[nH]1 | -4.8 | 0.4 | 28 | 3 |
| Cc1cc(NC(=O)c2c(F)cccc2F)n(-c2ncnc3c2cnn3-c2ccccc2)n1 | -1.5 | 0.2 | 13 | 23 |
| COC(=O)c1c(NC(=O)CCCCC(=O)Nc2sc3c(c2C(=O)OC)CCCC3)sc2c1CCCC2 | -1.1 | -0.1 | 2 | -2 |
| CC(C)CN(CC(C)C)S(=O)(=O)N1CCC(C(=O)NCc2ccco2)CC1 | -0.9 | 1.1 | 3 | 4 |
| N#Cc1c(C(F)(F)F)cc(-c2ccco2)nc1SCCN1CCOCC1 | -0.3 | -0.2 | -6 | -6 |
| N/C(=N\N=C\c1ccco1)SC1CC(=O)N(c2ccc(C(=O)O)cc2)C1=O (stereo not drawn) | -0.7 | 0.2 | -10 | 0 |
| Cc1cc(C)nc(/N=C(/NC(=O)Nc2ccc(Cl)cc2)Nc2ccccc2F)n1 | -0.7 | -0.2 | -1 | -12 |
| COCCn1nnnc1C(c1ccccc1OC)N1CCN(Cc2ccccc2)CC1 (stereo not drawn) | 0.8 | -0.1 | -10 | -7 |
| COc1ccc(C)cc1NS(=O)(=O)c1cc(C)ccc1C | -1.4 | -0.2 | -1 | -8 |
| CC1=C(C(=O)Nc2nc3ccccc3s2)C(c2ccccc2)C2=C(CCCC2=O)N1 (stereo not drawn) | -0.5 | 0.8 | 1 | -9 |
| CCOCCCNC(=O)c1c[nH]c2ccc(S(=O)(=O)N(CC)c3ccccc3)cc2c1=O | -0.7 | 0.1 | 1 | 0 |
| COc1cccc(/C=c2\sc3nc(-c4cccs4)nn3c2=O)c1OC | -0.9 | 0.4 | 4 | 4 |
| C[N+](C)(CCCNC(=O)c1ccc(/C=N/O)[n+](Cc2ccccc2)c1)Cc1ccccc1 | 1.0 | 0.1 | -3 | 19 |
| O=C(CCC(=O)Nc1ccccc1Br)N/N=C/c1cccc(Cl)c1 | 0.0 | -0.1 | 1 | -6 |
| COc1ccc(C(=O)NC2C3CC4CC(C3)CC2C4)cc1OC (stereo not drawn) | 0.5 | 0.0 | -14 | 6 |
| CCOCCOC(=O)c1[nH]c2c(c1C)C(=O)CC(c1ccc(OC)c(OC)c1)C2 (stereo not drawn) | 0.5 | 0.0 | 21 | 9 |
| COC(=O)CN1C(=S)N(C)C(=O)/C1=C/c1ccc(OC)c(C)c1OC | 0.4 | -0.4 | -2 | -6 |
| COCc1ccc(C(=O)NCC2Cc3cc(-c4ccc(C(N)=O)cn4)cc(F)c3O2)o1 (stereo not drawn) | -2.0 | 0.3 | 2 | 10 |
| COc1ccc(CNC(=O)C2CCN(C(=O)Nc3ccccc3)CC2)cc1 | 0.7 | -0.1 | -9 | -13 |
| NC(=O)C1CCN(C(=O)c2c(F)cccc2Cl)CC1 | -1.1 | 0.5 | 0 | 31 |
| COC(=O)C1=COC(C)C2CN3CCc4c([nH]c5ccccc45)C3CC12 (stereo not drawn) | -2.1 | -0.2 | -2 | 9 |
| COc1ccc(CN2CCN(C3CC4CCC3C4)CC2)cc1OC (stereo not drawn) | -0.1 | -0.4 | 14 | 63* |
| Cc1ccc2nsnc2c1S(=O)(=O)N1CCN(C(c2ccccc2)c2ccccc2)CC1 | 1.0 | 0.0 | -5 | 7 |
| CCc1ccc(C(=O)/C=C/Nc2cccc(O)c2)cc1 | 2.7 | -0.1 | 96* | -29 |
| C=CCOc1ccc(/C(O)=C2\C(=O)C(=O)N(CCN3CCOCC3)C2c2ccccc2F)cc1C (stereo not drawn) | -0.7 | 0.1 | -7 | 1 |
| CCCCC(=O)N(Cc1ccc(-c2ccccc2-c2nn[nH]n2)cc1)[C@H](C(=O)O)C(C)C | 2.0&-0.7 | 0.2&0.4 | 3&-3 | 7&7 |
| COc1cc(C)c(S(=O)(=O)N2CCN(c3ccc(-c4ccncc4)nn3)CC2)cc1C | 1.3 | -0.3 | 3 | -12 |
| CCc1ccc(NC(=O)c2ccccc2NS(=O)(=O)c2cccc([N+](=O)[O-])c2)cc1 | 0.1 | 0.2 | 20 | 9 |
| O=C1NC(c2ccc(F)cc2)C(C(=O)c2cccnc2)C(O)(C(F)(F)F)N1 (stereo not drawn) | -1.1 | 0.3 | 5 | 21 |

The list continues.
| SMILES | GPR151 ag | FBW7 activator | TEAD-YAP block | MITF inh |
| --- | --- | --- | --- | --- |
| COc1ccc(-n2c(=S)[nH]c3cc(C(=O)Nc4cccc(C)c4)ccc3c2=O)cc1OC | 1.5 | 0.1 | 0 | -10 |
| COc1ccc(-c2noc(CCCOc3ccccc3)n2)cc1 | 3.0 | 0.2 | -2 | -10 |
| COc1cc2c(C(=O)N(C)c3cc(C)ccc3OC)cn(CC(C)C)c(=O)c2cc1OC | 1.0 | 0.1 | -20 | -7 |
| NC(=O)C1CCN(C2CC(=O)N(c3cccc(Br)c3)C2=O)CC1 (stereo not drawn) | 0.2 | 0.5 | 5 | 14 |
| Cc1cc(C)c2c(cnn2CC(=O)N2CCc3ccccc3C2)c1 | 1.8 | -0.1 | -11 | 6 |
| CCC(C)NC(=O)CC1Oc2ccccc2NC1=O (stereo not drawn) | -1.0 | 0.1 | -13 | 2 |
| c1ccc(CSCc2cn3ccccc3n2)cc1 | 0.8 | 0.0 | -72 | -2 |
| COc1ccc(-c2noc(CC(=O)N(C)Cc3ccccc3)n2)cc1 | -2.5 | 0.1 | -11 | -10 |
| Oc1ccc(CCNc2nc(Nc3ccc(-n4ccnc4)cc3)nc3c2ncn3Cc2ccc(C(F)(F)F)cc2)cc1 | 0.9 | 0.0 | 2 | 0 |
| O=C(NCCc1c[nH]c2ccc(Cl)cc12)c1cccs1 | -0.6 | -0.2 | -3 | -11 |
| Cc1cccc(NC(=O)Nc2nnc(N3CCCC(C)C3)s2)c1C (stereo not drawn) | 0.1 | -0.1 | 9 | 3 |
| CCOC(=O)C1=C(C)N(CC(C)C)C(=O)/C1=C\c1ccccc1OCc1ccccc1 | 1.4 | -0.1 | 6 | 4 |
| Cc1c(C(=O)N2CCN(C(=O)c3ccco3)CC2)c(-c2ccccc2)nn1-c1ccccc1 | 0.1 | 0.1 | 2 | -2 |
| CCOC(=O)c1sc2ncn(/N=C/c3ccccn3)c(=O)c2c1C | 0.1 | -0.1 | 0 | 12 |
| C=C1CC[C@H]2O[C@]2(C)CC[C@@H]2[C@@H]1CC2(C)C | -1.2 | 0.0 | 5 | 4 |
| CC(=O)c1cccc(-c2ncc(C)c(NCc3cccc(C(F)(F)F)c3)n2)c1 | 1.8 | 0.0 | -9 | -2 |
| Fc1cccc(CN2CCN(Cc3ccc4ccccc4c3)CC2)c1 | 0.0 | 0.0 | 1 | 72* |
| CC(=O)N1C(=O)C(=O)c2ccccc21 | 1.6 | 0.1 | -4 | 2 |
| C=CCn1c(SCC(=O)Nc2sc3c(c2C(=O)OCC)CCCC3)nc2sc3c(c2c1=O)CCC3 | 2.4 | 0.2 | 9 | 7 |
| O=C(NCc1ccccn1)c1cccc(OC2CCN(Cc3nccs3)CC2)c1 | -0.7 | -0.1 | 11 | -4 |
| Cc1ccc(-n2c(SCC(=O)NC3CCCC3)nc3c(sc(=S)n3-c3cc(C)ccc3F)c2=O)cc1 | 0.5 | 0.2 | 6 | 3 |
| COc1ccc(Cc2nnc(C3CCN(C(=O)Cn4cnc5ccccc54)CC3)s2)cc1 | 1.9 | 0.2 | 54* | -3 |
| COc1ccc(OC)c(S(=O)(=O)NCc2ccc(S(N)(=O)=O)cc2)c1 | 0.0 | 0.4 | -3 | 1 |
| Cc1ccc(Sc2cc(Sc3ccc(C)cc3)c3noc4c3c2C(=O)c2ccccc2-4)cc1 | -0.8 | -0.1 | -10 | -5 |
| COc1ccc(OC)c(/C=C2/N=C(c3cccc(Cl)c3Cl)OC2=O)c1 | -1.7 | 0.0 | 14 | 16 |
| c1ccc(Nc2cc(N3CCN(Cc4ccc5c(c4)OCO5)CC3)ncn2)cc1 | 0.3 | -0.1 | -11 | 2 |
| O=C(NC(=S)Nc1ccc2oc(-c3ccncc3)nc2c1)c1ccc(Cl)cc1 | 1.4 | -0.1 | -5 | -6 |
| O=C(CSc1ccc(Cl)cc1)OCC(=O)N1CCc2ccccc21 | 0.1 | -0.1 | -10 | -18 |
| O=C(Nc1ccccc1Cl)NC1(C(=O)NCc2ccco2)CCCCC1 | 0.2 | -0.1 | -11 | -2 |
| O=C1OC(c2ccc(I)cc2)=N/C1=C\c1cccc2ccccc12 | 0.4 | 0.7 | -1 | 8 |

Reprinted from the part before: three entries, followed by the next part.
| SMILES | GPR151 ag | FBW7 activator | TEAD-YAP block | MITF inh |
| --- | --- | --- | --- | --- |
| O=C(CSc1ccc(Cl)cc1)OCC(=O)N1CCc2ccccc21 | 0.1 | -0.1 | -10 | -18 |
| O=C(Nc1ccccc1Cl)NC1(C(=O)NCc2ccco2)CCCCC1 | 0.2 | -0.1 | -11 | -2 |
| O=C1OC(c2ccc(I)cc2)=N/C1=C\c1cccc2ccccc12 | 0.4 | 0.7 | -1 | 8 |
| Clc1ccc(CN2CCN(C3CCCC3)CC2)cc1 | 0.7 | -0.1 | -6 | 45 |
| Nc1nnc(CCCCCc2nnc(N)s2)s1 | 1.4 | -0.1 | -3 | -5 |
| CCOC(=O)Cn1c(=O)c2c(ncn2C)n(C)c1=O | -0.4 | -0.1 | 12 | 9 |
| CCCOC(=O)C1=C(C)NC(=O)NC1c1ccc(Cl)cc1Cl (stereo not drawn) | 0.5 | -0.3 | 2 | 3 |
| Cc1ccc(NC(=O)c2cc(N3C(=O)c4ccccc4C3=O)ccc2N2CCOCC2)cc1 | -0.1 | -0.1 | 0 | -1 |
| C/C(=N\NC(=O)c1cccnc1)c1cc(Cl)cc(Cl)c1O | -1.0 | 0.3 | -4 | -13 |
| CCOC(=O)c1c(NC(=O)/C=C/c2ccc3c(c2)OCO3)sc(C(=O)N(C)C)c1C | 2.4 | -0.2 | 3 | -4 |
| Cn1cccc1CC(=O)NNC(=O)Cc1ccsc1 | -0.4 | -0.1 | 1 | 0 |
| O=S(=O)(NCCC12CC3CC(CC(C3)C1)C2)c1cccc2ccccc12 | 3.8 | 0.2 | 5 | -6 |
| O=C(c1n[nH]c2c1CCC2)N1CCc2c(nc(N3CCCCC3)[nH]c2=O)C1 | 0.7 | 0.1 | -3 | -7 |
| CCOc1ccc(N(C)C(=O)[C@H]2[C@@H]3C[C@@H]4[C@H]2C(=O)O[C@@H]4C3)cc1 | -0.4 | 0.0 | 1 | 5 |
| O=C(O)C1CC(=O)N(CCN2CC(C(=O)O)CC2=O)C1 (stereo not drawn) | 0.0 | 0.2 | 3 | 12 |
| CC1(CCC(=O)NCc2csc(-c3cccs3)n2)CCC(=O)N1 (stereo not drawn) | -0.4 | -0.1 | -5 | -7 |
| CCCCNC(=O)CNC(=O)Cn1cnc2ccccc2c1=O | -0.8 | -0.1 | 0 | -3 |
| C=CCNC(=O)c1c(-c2ccccc2)nc2cc(C)ccn12 | -0.8 | 1.9* | 14 | 17 |
| c1ccc(CN=c2scc(-c3ccccc3)n2-c2ccccc2)cc1 | -0.9 | 0.0 | -12 | 15 |
| COc1ccc(Br)cc1/C=C1\N=C(c2ccc(-c3ccccc3)cc2)OC1=O | 1.7 | 0.1 | 13 | -10 |
| C=CCn1c(=O)c2ccccc2n2c(SCC(=O)N3CCCCC3CC)nnc12 (stereo not drawn) | -0.9 | 0.1 | -2 | 24 |
| Cc1ccn2cc(-c3ccc(Br)s3)nc2c1 | -7.7 | 0.0 | 11 | 6 |
| O=S(=O)(c1ccc(Cl)cc1)N1CCC(N2CCN(c3ccccc3)CC2)CC1 | -1.3 | 0.0 | 7 | 3 |
| Cc1c(-n2c(=S)[nH]c3sc4c(c3c2=O)CCCC4)c(=O)n(-c2ccccc2)n1C | -1.4 | -0.2 | -7 | -1 |
| CCNc1nc(Nc2ccc(NC(C)=O)cc2)c2ncn(-c3ccccc3)c2n1 | 0.9 | 0.2 | -8 | 20 |
| CCc1ccc(OCC2c3cc(OC)c(OC)cc3CCN2C(=O)c2ccc(OC)cc2)cc1 (stereo not drawn) | -0.2 | -0.1 | -2 | 10 |
| O=C(Nc1nc2ccccc2s1)C1CC(=O)N(c2ccccc2)C1 (stereo not drawn) | 0.7 | -0.1 | 13 | -2 |
| COc1ccccc1N1C(=N)S/C(=C/c2ccc(N(C)C)cc2)C1=O | 0.1 | -0.2 | 30 | 12 |
| S=C(NCCN1CCOCC1)Nc1ccccc1Cl | 0.3 | 0.0 | -3 | 5 |
| COc1ccc(-c2nc(NCCN3CCOCC3)c3[nH]cnc3n2)cn1 | 2.2 | 0.0 | -1 | 5 |
| CC(C)NC(=O)[C@@H]1C[C@@H](NCc2cccnc2)CN1Cc1ccc2ccccc2c1 | 0.1 | 0.1 | -15 | -2 |

No enrichment for hits; overall some 3.5% were active at least once.
